Source: PubChem
PDI turbidity: blocks human protein disulfide isomerase activity. actives 0.052% (n = 350,000). inhibition, % at 10 µM. P07237. AID 588391. PDI insulin aggregation turbidity, A650, 90 min;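 active = mean inhibition across replicates of 30% or more, whatever share of single replicates reach that level; inconclusive = mean inhibition below 30% while every single replicate reaches 30%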;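 also: absorbance from insulin aggregation driven by PDI reduction with DTT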
Target sequence (P07237 whole entry, looked up): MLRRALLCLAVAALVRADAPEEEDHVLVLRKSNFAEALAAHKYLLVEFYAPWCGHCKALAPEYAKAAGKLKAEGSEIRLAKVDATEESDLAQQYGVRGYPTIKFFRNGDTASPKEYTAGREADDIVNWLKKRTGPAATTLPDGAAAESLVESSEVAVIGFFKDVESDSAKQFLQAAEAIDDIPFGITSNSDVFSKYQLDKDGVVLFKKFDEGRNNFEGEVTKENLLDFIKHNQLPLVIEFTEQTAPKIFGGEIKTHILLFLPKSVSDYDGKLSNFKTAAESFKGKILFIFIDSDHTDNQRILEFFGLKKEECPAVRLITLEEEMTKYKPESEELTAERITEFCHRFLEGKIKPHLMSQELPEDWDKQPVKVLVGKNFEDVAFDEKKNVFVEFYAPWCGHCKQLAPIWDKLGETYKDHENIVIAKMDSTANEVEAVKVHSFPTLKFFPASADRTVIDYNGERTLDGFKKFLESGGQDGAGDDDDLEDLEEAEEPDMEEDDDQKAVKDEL
HIF-2a inh: inhibitors of HIF-2a | actives 0.72% (n = 360,000) | 786-0 RCC cells HIF-2a reporter, luciferase luminescence, overnight | inhibition, % at 18.8 µM | AID 624352;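 active = inhibition of the luminescence signal of 40% or more relative to plate controls, in a single-dose primary screen at 18.75 µM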
CaV13 FRET inh: Primary screen for inhibitors of IQ motif and Ca2+-dependent inactivation inhibitor domain binding in CACNA1D, Förster resonance energy transfer in living cells, …; actives 0.098% (n = 340,000); AID 743397; HEK cells, CFP/YFP FRET ICDI-IQ, plate reader, 10 min; percent FRET-ratio fall versus neutral wells; inhibition, % at 12.3 µM;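 active = mean replicate inhibition of at least 30% and at least 1% of replicates passing that level; inconclusive = only one of the two criteria is met; inactive = neither criterion is met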;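 also: 0% = median of the neutral control wells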
Vif imaging: HIV Vif inhibition. HEK293T cells, Vif self-association by quenched fluorescence, imaging, 24 h. inhibition, % at 7.49 µM. actives 0.35% (n = 340,000); in the data active = inhibition above about 50%, passing the limit was not always enough; inconclusive = no clear call, values can overlap the other calls; inactive = below about 31%; also: some results filed as inactive read as strong as hits
MITF TRPM1 inh: inhibitors of MITF-driven TRPM1 promoter in melanoma cells. AID 488899. SK-MEL-5 TRPM1 promoter luciferase, 24 h. actives 0.83% (n = 330,000). inhibition, % at 12.5 µM;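 active = mean inhibition across replicates of 60% or more, whatever share of single replicates reaches that level; inconclusive = some that reach 60%, reason not given; inactive = mean inhibition across replicates below 60%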; also: values of inactives mirror those of a sister screen read the other way
Peg3 prom inh: reduces Peg3 promoter-driven luciferase expression in HeLa; HeLa PEG-Prom luciferase reporter, luminescence, overnight; inhibition, % at 20 µM; actives 1.7% (n = 360,000); AID 588405;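 active = inhibition of at least 50% at 20 µM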
Shn3 3UTR inh: inhibitors of Schnurri-3 3'UTR reporter in osteoblasts. Clone20 osteoblast Shn3 3'UTR firefly luciferase, 24 h. inhibition, % at 12.5 µM. actives 0.52% (n = 360,000). AID 588674;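 active = mean inhibition of at least 75% with every replicate also reaching 75%; inconclusive = mean inhibition at least 75% but some replicate below; inactive = mean inhibition below 75%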;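 also: 0% = median of neutral control wells and 100% = pilot-screen positive control compound; some compounds past the cut are filed as inactive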
KKLEB tox: CF airway cell cytotoxicity counter-screen. KKLEB CF airway cells viability, ATPlite luminescence, overnight; stronger effect = lower value; cells stimulated with P. aeruginosa culture filtrate. activity change (cytotoxicity), % at 5 µM. actives 0.36% (n = 360,000). AID 602141;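 active = corrected activity change at or below -50% at 5 µM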
NR2E3 ag-1: human photoreceptor-specific nuclear receptor agonism; AID 602229; CHO-S Gal4-NCOR/VP16-NR2E3 two-hybrid, luciferase; inhibition of corepressor binding, % at 3.98 µM; actives 0.35% (n = 360,000);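 active = inhibition above the mean of all tested compounds plus 3 SD, cut at about 70% in these data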;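 also: 0% = DMSO with NR2E3 transfected cells and 100% = cells lacking NR2E3 construct; higher means lower luciferase signal from less NR2E3 corepressor binding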
Target sequence (Q9Y5X4 whole entry, looked up, the tested form may be a part): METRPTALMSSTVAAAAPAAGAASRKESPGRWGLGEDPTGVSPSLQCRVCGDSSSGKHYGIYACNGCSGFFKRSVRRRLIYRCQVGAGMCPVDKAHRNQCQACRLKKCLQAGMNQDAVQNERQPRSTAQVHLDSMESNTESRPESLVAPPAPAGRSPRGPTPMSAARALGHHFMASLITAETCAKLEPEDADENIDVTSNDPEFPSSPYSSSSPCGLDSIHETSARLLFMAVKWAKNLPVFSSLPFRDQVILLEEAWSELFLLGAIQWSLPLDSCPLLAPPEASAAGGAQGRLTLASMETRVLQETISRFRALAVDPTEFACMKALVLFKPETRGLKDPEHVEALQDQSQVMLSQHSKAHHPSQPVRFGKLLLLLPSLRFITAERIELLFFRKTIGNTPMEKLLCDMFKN
CF NFkB inh: inhibitors of cystic fibrosis induced NF-kB; KKLEB NF-kB-GFP reporter, PAF-induced, GFP fluorescence overnight; inhibition, % at 5 µM; actives 0.86% (n = 360,000); AID 588850;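 active = at least 50% inhibition at 5 µM, scaled per plate between neutral and stimulator controls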;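 also: PAF is a Pseudomonas aeruginosa culture filtrate used as stimulus; plate controls were PAF-stimulated DMSO wells for no effect and unstimulated DMSO wells for full effect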
NR2E3 ag-2: NR2E3 (human) agonism; Q9Y5X4; GST-NR2E3/biotin-RetCOR TR-FRET, 1536-well; inhibition of corepressor binding, % at 4.78 µM; actives 0.12% (n = 320,000); AID 2300;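 active = percent inhibition above the cutoff of mean plus 3 SD of all tested compounds, set per screening campaign, cut at about 20% in these data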;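 also: 0% = DMSO wells and 100% = biotin wells as full block of FRET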
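Test system – NR2E3–RetCOR corepressor complex · Quantity – NR2E3 fusion 1.35 nM · Buffer or medium – Tris pH 7.5 · Incubation – Compound–protein incubation for 5 h at 4 °C · Technique – TR-FRET, Eu(K)-anti-GST donor, streptavidin-D2 acceptor, ex 340, em 617/671 nm · Evaluation – percent inhibition of 671/617 nm emission ratio versus biotin and DMSO controls · Plate – 1536-well format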
Numbers without * were called inactive; ? = inconclusive; · = no result given.

Order of values – PDI turbidity | HIF-2a inh | CaV13 FRET inh | Vif imaging | MITF TRPM1 inh | Peg3 prom inh | Shn3 3UTR inh | KKLEB tox | NR2E3 ag-1 | CF NFkB inh | NR2E3 ag-2
1: CC(=O)N1CCN(S(=O)(=O)c2cccc(C(=O)Nc3ccccc3N3CCCCC3)c2)CC1
→ 2.0 | 9.7 | -5.0 | -5.2 | 7.7 | 11.4 | 7.6 | -18.3 | 0.5 | 20.3 | ·
2: CC(=O)N(c1ccccc1)C(C(=O)c1ccccc1)c1ccccc1 (stereo unspecified)
→ 3.5 | -3.9 | -5.0 | 11.9 | 2.8 | 15.3 | 9.8 | -5.9 | 5.1 | 22.9 | ·
3: Cc1ccc2cc(C)c3nnc(SCC(=O)Nc4nc5c(s4)CCCC5)n3c2c1C
→ -2.5 | -14.2 | -4.5 | -15.3 | -8.9 | 2.5 | 5.3 | -12.4 | 38.0 | 1.7 | 0.5
4: CNC(=O)C1(C)CCN1C(=O)c1ccccc1CCc1ccccc1 (stereo unspecified)
→ -2.2 | 1.7 | -4.9 | 3.1 | · | -0.9 | -9.1 | 7.1 | -36.5 | -0.4 | ·
5: CS(=O)(=O)N(CC(=O)N1CCOCC1)c1ccccc1Br
→ 0.9 | 9.7 | -4.5 | -3.5 | -19.1 | 2.2 | -8.3 | -2.0 | -13.9 | -11.9 | ·
6: Cc1cc(=O)[nH]c2ccccc12
→ 11.2 | 17.8 | · | 16.6 | 6.4 | 20.3 | 5.2 | -6.8 | -18.8 | 4.5 | 2.7
7: NC(=O)C1CCN(C(=O)c2ccccc2SCC(=O)NCC2CCCCC2)CC1
→ -46.7 | -12.0 | -4.4 | 2.4 | 26.6 | 1.0 | -1.4 | 10.3 | 6.7 | -21.2 | -2.2
8: O=[N+]([O-])c1ccccc1/C=N/n1c(C2CCCCC2)n[nH]c1=S
→ -7.0 | 18.0 | -4.2 | 10.3 | 0.8 | 20.1 | -24.6 | -4.7 | -14.9 | 0.7 | -0.8
9: CCOc1c(Cl)cc(CNCc2ccncc2)cc1OC
→ -3.3 | 17.4 | -6.8 | 3.3 | 7.5 | 9.3 | 26.6 | 3.7 | -11.7 | -3.8 | 0.6
10: NC(=O)c1cccc(CS(=O)(=O)c2ccc(Cl)cc2)c1
→ 7.6 | 6.8 | -22.0 | 12.8 | 16.0 | 6.6 | 17.2 | 1.3 | -19.8 | 8.7 | -2.5
11: Cc1cc(OCC(=O)Nc2cnn(CCCC(=O)O)c2)ccc1Cl
→ 0.4 | 3.2 | -2.7 | -6.8 | -3.2 | 8.2 | -10.6 | 4.3 | 30.3 | 11.7 | 0.7
12: COc1ccc(N2CCN(C(=O)c3ccc(S(=O)(=O)N4CCCC4)cc3)CC2)cc1
→ 0.2 | -26.3 | -5.9 | 3.3 | 0.9 | -6.8 | -12.4 | 1.0 | 4.7 | 6.2 | 3.5
13: COc1cc(O)cc2cc3c(c(O)c12)C(=O)CC(C)(O)O3 (stereo unspecified)
→ · | -13.8 | · | -15.1 | · | -65.7 | -12.0 | 3.9 | -23.0 | 59.5* | -1.2
14: COc1cccc2sc3cc(C#CC4(O)CCCCC4)ccc3c(=O)c12
→ 2.5 | -209.6 | -34.3 | -3.5 | -64.1 | 88.7* | -98.2 | -27.4 | -74.5 | 13.3 | ·
15: CC(C)Cc1nc(SCC(=O)Nc2nnc(CC(C)C)s2)n[nH]1
→ 1.9 | 8.3 | -2.9 | -1.0 | 6.4 | -15.7 | -8.2 | 9.8 | -26.0 | -3.9 | 2.9
16: Cc1ccsc1C(C(=O)NC(C)(C)C)N(Cc1ccco1)C(=O)c1csnn1 (stereo unspecified)
→ 17.3 | 6.1 | -18.9 | 0.5 | -3.1 | 17.0 | -3.8 | 1.7 | 1.6 | 3.0 | 0.3
17: O=C(Cc1ccc(Cl)cc1)SCc1ccccc1
→ -2.2 | 2.0 | -5.1 | -3.4 | -25.7 | -20.8 | -24.9 | -11.2 | -20.0 | 15.3 | 1.8
18: Cc1ccc(N2CC(O)=C(c3ccccc3)C2=N)cc1
→ 10.9 | -10.0 | -19.6 | -0.3 | -25.4 | -18.3 | -17.0 | 9.9 | 1.7 | -12.4 | -3.5
19: Nc1ccc(C(=O)c2cccs2)cn1
→ 0.9 | -17.4 | -19.1 | 13.9 | 1.5 | -16.4 | -27.4 | -4.3 | -53.2 | -9.7 | 1.9
20: O=C(Nc1ccc(-c2cn3ccsc3n2)cc1)C1CC1
→ 3.8 | -200.8 | -3.8 | 1.1 | -58.9 | -265.6 | -94.3 | 2.4 | -70.5 | -2.7 | 1.8
21: Cc1nnc(SCC(=O)Nn2cnnc2)s1
→ 3.8 | 9.0 | · | -7.0 | 7.7 | -1.6 | 8.8 | 7.4 | -26.5 | -18.2 | -0.2
22: CC(C)(C)c1ccccc1NC(=O)c1ccc(-n2cncn2)c([N+](=O)[O-])c1
→ -7.2 | 14.6 | -15.1 | 8.3 | -1.3 | 21.2 | -14.0 | 2.1 | 4.5 | -3.0 | -0.2
23: CCN(C(=O)COC(=O)c1ccc(C=O)cc1)c1c(N)n(Cc2ccccc2)c(=O)[nH]c1=O
→ 12.6 | 7.2 | -5.4 | -3.1 | 2.8 | 4.0 | 0.4 | 3.7 | 16.1 | -13.4 | 2.7
24: CC(C)N(C(=S)NCc1ccccc1)C(C)C
→ 1.4 | 14.0 | -5.2 | 1.8 | 1.6 | 16.0 | -12.2 | -3.2 | 1.0 | 8.0 | 5.6
25: O=C(CNc1cccc(S(=O)(=O)N2CCCC2)c1)Nc1cccc(Br)c1
→ 10.3 | 16.2 | -5.7 | -26.7 | 12.9 | 16.9 | 36.4 | 0.8 | 28.0 | -11.4 | -2.2
26: Cc1cc(-c2nnc(SCC(=O)Nc3ccccc3)n2C)no1
→ 0.0 | 10.6 | -4.2 | -0.8 | 10.8 | -6.6 | 4.8 | 2.5 | -5.0 | 9.2 | -2.9
27: O=C1/C(=C/c2cccc(Br)c2)SC(=S)N1CCC(=O)N(CCO)c1ccccc1
→ -3.0 | 32.1 | -20.9 | -0.4 | -16.3 | 56.0* | -15.8 | 12.1 | -0.1 | 25.1 | -2.7
28: NC1=CC(=O)C(=O)c2cccnc21
→ -3.2 | 54.7* | -6.8 | -1.3 | · | 69.9* | 96.6* | -44.1 | 6.0 | 92.2* | ·
29: O=C(Nc1ccc(Cl)cc1)Nc1ccc(N2CCCC2)c(S(=O)(=O)Nc2ccccc2Cl)c1
→ -2.3 | -21.7 | -5.0 | -14.8 | 70.7* | 45.9 | 97.0* | -41.1 | 6.1 | 42.6 | 2.0
30: O=C(CCn1nnc2ccccc21)N/N=C\Cc1ccccc1
→ 1.4 | 2.6 | -3.9 | -1.8 | 0.7 | 5.7 | -12.9 | -5.8 | 6.6 | 11.2 | 5.8
31: CCOC(=O)C1(CCOc2ccccc2)CCN(Cc2cccc(OC)c2)CC1
→ 1.7 | -3.5 | -4.6 | -2.3 | 15.4 | 0.8 | 25.5 | -9.3 | 0.7 | 2.8 | 1.1
32: CCC(C)[C@H](NC(=O)NCc1ccc(Cl)cc1)C(=O)O (stereo partly specified)
→ -5.2 | 19.9 | -2.0 | -8.0 | 3.9 | 3.8 | -0.8 | -14.2 | -6.6 | 7.0 | 1.9
33: COc1ccc(-c2ccccc2)cc1NC(=O)C1(C)CCN1C(=O)C(C)C (stereo unspecified)
→ -1.8 | 12.5 | -4.5 | 7.6 | · | 19.9 | 13.9 | -6.0 | 13.7 | 4.5 | ·
34: O=C(Nc1nc(-c2ccc(-c3ccccc3)cc2)cs1)C1CCCO1 (stereo unspecified)
→ -8.0 | -38.2 | · | -3.1 | -24.5 | -214.3 | -9.2 | -6.5 | -11.7 | 2.6 | -2.1
35: CN(Cc1nccs1)C(=O)c1ccc2nc(Cc3ccccc3F)oc2c1
→ 2.4 | -246.3 | -7.4 | 4.4 | -113.4 | -242.2 | -111.0 | 2.3 | -94.9 | 4.7 | 2.1
36: CCOC(=O)[C@@H]1[C@H]2COc3ccc(Br)cc3[C@@H]2N2C(=O)N(c3ccc(Br)cc3)C(=O)[C@]12C
→ 1.4 | -0.8 | -9.6 | -6.9 | -0.8 | 5.9 | 2.1 | -8.5 | -54.3 | 11.2 | 2.7
37: COc1ccc(C2NC(=S)NC3=C2CCc2ccccc23)cc1OC (stereo unspecified)
→ -0.6 | 3.3 | -4.2 | 5.7 | 21.5 | 10.4 | 13.7 | 22.3 | -18.6 | -10.0 | -0.6
38: Cc1ccc(NC(=O)N(Cc2ccc3c(c2)OCO3)Cc2cc3cc4c(cc3[nH]c2=O)OCCO4)cc1
→ -0.2 | -1.0 | -5.1 | · | 2.7 | 17.9 | 19.0 | -9.2 | -5.0 | 17.4 | 4.9
39: CCOc1ccc(CNC(=O)C2CCC(=O)N2C2CCCC2)cc1OC (stereo unspecified)
→ -0.7 | 3.9 | -8.3 | -2.8 | 0.0 | 6.3 | -3.8 | 13.1 | -2.0 | -1.9 | 3.6
40: Cc1cc(C)cc(NC(=O)C(=O)NCCCN2CCCC2=O)c1
→ -5.5 | -149.0 | -5.0 | -9.5 | -58.6 | -167.1 | -51.4 | -2.1 | -76.1 | 17.9 | -1.6
41: C/C(=N\N1CCN(Cc2ccc(Cl)cc2)CC1)c1ccc(F)cc1
→ 8.1 | -12.3 | -4.9 | -1.4 | 8.0 | 9.1 | · | 13.8 | -3.1 | -16.0 | 5.5
42: COc1ccc(Cl)cc1-n1c(C)cc(C(=O)O)c1C
→ -0.9 | 19.2 | · | ? | -0.2 | 14.2 | -6.7 | -6.3 | 1.1 | 20.1 | 1.0
43: c1ccc(-c2csc(Nc3ccc4c(c3)OCO4)n2)cc1
→ · | -208.6 | -6.1 | 2.5 | · | -222.1 | -46.6 | -6.3 | -109.3 | 10.1 | ·
44: Cc1ccc(/C=N/Nc2nc(Cl)c(Cl)cc2Cl)s1
→ -9.4 | -214.2 | -6.1 | · | -15.8 | -252.9 | -62.8 | 7.3 | -93.7 | -7.2 | 3.9
45: CCOC(=O)C1(Cc2ccccc2Cl)CCN(Cc2csc(C(C)=O)c2)CC1
→ 5.5 | 5.9 | -4.3 | 3.7 | -18.8 | 19.4 | -8.2 | 4.8 | -8.8 | -4.8 | 1.2
46: COc1cc(C2=CN(Cc3ccccc3)CCC2=O)cc(OC)c1OC
→ -5.4 | -0.1 | -10.8 | -6.9 | 7.5 | -12.9 | 12.7 | -4.9 | -15.0 | 16.4 | ·
